Bioassay records: PubChem, National Center for Advancing Translational Sciences (NCATS)
TSG101-PTAP inh: blocks PTAP/TSG101 interaction to inhibit HIV-1 budding. Q99816. Fluorescence polarization, FITC-PTAP peptide / Tsg101 binding. Potency, µM (doses to about 115 µM), for inactives: at the top dose activity change, negative = inhibition, hits mostly inhibitors. 340,000 tested, under 10 active. AID 493005; active means well fitted inhibition curve with a large enough effect in the main read-out, with a control signal flat, not every such curve was filed as active; inconclusive means small, poorly fitted or top-dose-only effect, or effect the other way, or a change in a side signal; inactive means no such curve, though single readings can be large or run the other way; further: potency means the concentration at half of the fitted maximal effect; % of control where 0% means no effect
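FP read-out: FITC-PTAP peptide, 50 nM final, binding Tsg101 binding domain, 10 uM final; 20 min, r.t.; 10 mM HEPES pH 7.5, 0.15 M NaCl, 0.01% Tween 20, 3 mM EDTA, 0.1 mM TCEP.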
Mito fusion yeast: inhibitors of mitochondrial division or activators of mitochondrial fusion; AID 485298; S. cerevisiae fusion-defective mutant growth rescue, CellTiterGlo 48 h; hit rate 0.23% among 320,000; Potency, µM (series often up to 46.1 µM), for the others: at the highest dose growth rescue (activation), hits mostly activators;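 further: potency means the concentration at half of the fitted maximal effect; % of control where 0% means no effect; nearly all actives have a fitted effect of over 45% in size; temperature-sensitive fusion mutants such as fzo1-1 at 37 °C on non-fermentable ethanol glycerol medium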
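S. cerevisiae fusion-defective temperature-sensitive mutants (e.g. fzo1-1, mgm1-5) grown 48 h at 37C in YPEG (ethanol/glycerol non-fermentable) medium with 23 nl compound per well; growth rescue read as CellTiterGlo luminescence.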
TSHR antag: human thyrotropin receptor antagonism | P16473 | AID 504810 | hit rate 0.2% among 330,000 | TSHR-expressing cells, TSH-stimulated cAMP HTRF, 2 h; hits give low values | activity change, negative = inhibition, % at 11.5 µM;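 active means activity change below a set negative limit, meaning inhibition stronger than a set level, cut at about -70% in these data; inconclusive means activity change between two set negative limits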; further: on the % scale 0 is the no-effect control and ±100 the full control effect
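Cell-based HTRF cAMP assay; TSHR cells + compound, TSH EC80 (4nM final), 2 h, 37 deg C. Lysis with anti-cAMP cryptate and cAMP-d2, 30 min RT, read 665/620 nm.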
Menin MLL FP TR: displaces Texas Red mutant MLL peptide from human menin | hit rate 0.23% among 270,000 | Menin + Texas Red MLL mutant peptide, fluorescence polarization | O00255 | Potency, µM (doses to about 61.6 µM), inactives show at the top dose FP activity change, negative = inhibition, most hits filed as inhibitors; active means well fitted inhibition curve with a large enough effect in the polarisation, with a control signal flat, not every such curve was filed as active; inconclusive means small, poorly fitted or top-dose-only effect, or effect the other way, or a change in a side signal; inactive means no such curve, though single readings can be large or run the other way; the % refers to the polarisation; further: potency means the concentration at half of the fitted maximal effect; % of control where 0% means no effect; many of its hits are not listed in these tables
Integrin act MD: integrin-mediated muscular dystrophy alleviation activation; alpha7betagal myoblasts, beta-gal FDG fluorescence, 48 h; Potency, µM (highest dose often 38.3 µM), without a hit: top-dose activation, actives largely listed as activators; hit rate 0.064% among 350,000; AID 624291;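 further: potency means the concentration at half of the fitted maximal effect; 100% = response of the positive control SU9516; nearly all actives have a fitted effect of over 60% in size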
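Alpha7betagal+/- myoblasts (passage 13) were plated 16-24 hr, then exposed to compounds (1:260 dilution of DMSO stock) for 48 hours at 37C. After MPER lysis, β-galactosidase reporter activity was read as FDG fluorescence (ex 480/em 540) after 30 minutes.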
MLL CXXC-DNA inh: blocks binding of human MLL CXXC domain to DNA | MLL-CXXC / FITC-HOXA9 DNA fluorescence polarization | hit rate 0.037% among 290,000 | Q03164 | Potency, µM (top dose mostly 115 µM), inactives show at the top dose activity change, negative = inhibition, hits mostly inhibitors; active means well fitted inhibition curve with a large enough effect in the polarisation, with a control signal flat, not every such curve was filed as active; inconclusive means small, poorly fitted or top-dose-only effect, or effect the other way, or a change in a side signal; inactive means no such curve, though single readings can be large or run the other way; the % refers to the polarisation; further: potency means the concentration at half of the fitted maximal effect
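Steps: dispense CXXC domain solution (7 uM) → pin compounds or unlabeled HOX-A9 DNA control → 5 min ambient → add FLSN-HOX-A9 solution (50 nM) → spin → 30 min ambient → fluorescence polarization. Tris pH 7.5/NaCl/DTT/BSA buffer.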
S-ASM inh: inhibitors of human secretory acid sphingomyelinase | Potency, µM (doses to about 57.5 µM), for the others: top-dose activity change, negative = inhibition, most hits filed as inhibitors | placental ASM, HMU-PC fluorogenic substrate, 60 min | AID 504937 | hit rate 0.006% among 340,000 | P17405; further: potency means the concentration at half of the fitted maximal effect
Target sequence (P17405 47-631 limits assumed): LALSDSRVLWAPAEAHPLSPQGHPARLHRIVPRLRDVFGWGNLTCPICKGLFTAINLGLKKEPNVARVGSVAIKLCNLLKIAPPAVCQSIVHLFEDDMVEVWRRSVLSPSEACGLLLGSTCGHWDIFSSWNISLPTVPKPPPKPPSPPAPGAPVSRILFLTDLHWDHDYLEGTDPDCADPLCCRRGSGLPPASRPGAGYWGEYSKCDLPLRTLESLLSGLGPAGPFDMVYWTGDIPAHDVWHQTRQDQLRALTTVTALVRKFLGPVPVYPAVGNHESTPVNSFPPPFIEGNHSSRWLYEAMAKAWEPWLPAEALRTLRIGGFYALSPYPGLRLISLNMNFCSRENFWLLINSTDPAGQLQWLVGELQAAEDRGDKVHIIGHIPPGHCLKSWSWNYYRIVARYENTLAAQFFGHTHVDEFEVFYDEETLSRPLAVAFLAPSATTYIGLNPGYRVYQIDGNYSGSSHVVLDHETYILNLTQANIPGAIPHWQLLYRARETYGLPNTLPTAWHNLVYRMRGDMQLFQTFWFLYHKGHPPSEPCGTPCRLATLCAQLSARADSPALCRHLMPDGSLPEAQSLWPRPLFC
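Fluorogenic HMU-PC substrate (9 uM final) is turned over by placental ASM in 60 min at 37 C after a 10 min compound preincubation. Reaction ended by alkaline stop (pH 10), with fluorescence read at 386/447 nm.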
MBNL1-CUG inh: inhibitors of human MBNL1 binding to CUG repeat RNA; TR-FRET MBNL1-His/biotin-(CUG)12 binding, 665/545 ratio; Q9NR56; hit rate 0.036% among 280,000; AID 2675; Potency, µM (series often up to 57.5 µM), inactives show top-dose activity change, negative = inhibition, actives largely listed as inhibitors; active means well fitted inhibition curve with a large enough effect in the signal ratio, with a control signal flat, not every such curve was filed as active; inconclusive means small, poorly fitted or top-dose-only effect, or effect the other way, or a change in a side signal; inactive means no such curve, though single readings can be large or run the other way; the % refers to the signal ratio; further: potency means the concentration at half of the fitted maximal effect; on the % scale 0 is the no-effect control and ±100 the full control effect
Target sequence (Q9NR56 whole entry, looked up): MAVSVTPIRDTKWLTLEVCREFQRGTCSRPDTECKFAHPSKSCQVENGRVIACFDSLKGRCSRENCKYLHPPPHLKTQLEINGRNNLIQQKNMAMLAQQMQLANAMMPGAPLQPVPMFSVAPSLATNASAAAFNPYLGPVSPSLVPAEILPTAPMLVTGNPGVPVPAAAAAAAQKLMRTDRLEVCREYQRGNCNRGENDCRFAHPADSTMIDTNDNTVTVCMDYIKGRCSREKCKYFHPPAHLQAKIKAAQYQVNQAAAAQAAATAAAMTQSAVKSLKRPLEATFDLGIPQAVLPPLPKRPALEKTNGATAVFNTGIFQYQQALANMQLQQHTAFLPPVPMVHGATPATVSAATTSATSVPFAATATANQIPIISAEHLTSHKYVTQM
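MBNL1-His + Biotin-(CUG)12, cpd titration 92 nM–58 uM; Tb anti-His Ab 0.055 ng/ul, SA-XL665 5 nM (final); 60 min RT; ratiometric 665/545 nm, Ex 340 nm; normalized to buffer and full-complex controls.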
TCR act: activates T cell receptor signaling; primary human leukocytes, anti-CD3, IL-2 HTRF, 48 h; Potency, µM (top dose mostly 9.22 µM), inactives show at the top dose activation of IL-2 secretion, usual class: activators; 330,000 tested, under 10 active; AID 504894; further: % of control where 0% means no effect
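IL-2 produced over 48 hr by a-CD3 bead-stimulated primary human leukocytes exposed to compounds was detected with a homogeneous time-resolved FRET immunoassay, 665nm acceptor signal after 320nm excitation.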
AT treatment: potential ataxia-telangiectasia treatment; […] A-T fibroblasts, KAP-1 phosphorylation AlphaLISA; neocarzinostatin DNA damage 30 min before lysis; Potency, µM (series often up to 57.5 µM), for inactives: at the highest dose activation, hits mostly activators; hit rate 0.19% among 320,000; AID 485349; further: potency means the concentration at half of the fitted maximal effect; % of control where 0% means no effect; nearly all actives have a fitted effect of over 45% in size
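ATM-like activity read as KAP-1 phosphorylation via AlphaLISA donor/acceptor antibody pairs after lysis and 6 hr at 25C. Cells were ATM-null patient fibroblasts ([…], hTERT), dosed 60 min, then exposed to the DSB inducer NCS for 30 min.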
* marks the source's active call; other numbers are inactive results; i = inactive; ? = inconclusive; · = no result given; [ ] = dose if it differs, or a comment. Unless noted, the call rests on the fitted dose curve; in most records, active means well fitted curve in the direction sought with a large enough effect; inconclusive means small, poorly fitted or top-dose-only effect, or another doubt; inactive means no such curve, though single readings can be large; an effect the other way counts as inactive or inconclusive. Some of the compounds tested. The share of hits here may be higher or lower than overall.

Results follow in this order: TSG101-PTAP inh, Mito fusion yeast, TSHR antag, Menin MLL FP TR, Integrin act MD, MLL CXXC-DNA inh, S-ASM inh, MBNL1-CUG inh, TCR act, AT treatment
- CSCC[C@H](NC(=O)[C@H](Cc1ccccc1)n1c(=O)[nH]c2ccccc2c1=O)C(=O)N1CCC(C(=O)O)CC1
  -4%, 4%, 20, 19%, -2%, ?, 11%, 7%, 13%, -1%
- CCCCCC(=O)N1CCN(S(=O)(=O)c2ccc3c(c2)OCCCO3)CC1
  -2%, -4%, -7, ·, -12%, ·, 2%, ·, 5%, 3%
- O=C(O)Cn1nc(-c2ccccc2)oc1=O
  -3%, -3%, 28, -10%, -4%, 4%, -1%, -8%, 1%, -2%
- COc1ccccc1NC(=O)C(C)OC(=O)CCCOc1ccccc1 (stereo not drawn)
  -1%, 14%, 29, ·, 5%, ·, -3%, ·, -1%, ·
- COc1ccc(C2C(C#N)=C(N)OC(C(C)(C)C)=C2C#N)cc1OC (stereo not drawn)
  0%, 1%, -20, -3%, -44%, -16%, 0%, 7%, 2%, -5%
- O=C(Cc1cccc2ccccc12)NNC(=O)Nc1cccc(Cl)c1
  -10%, 1%, -6, ?, 9%, 39%[activator], 0%, 0%, 2%, 2%
- O=C(COc1cccnc1[N+](=O)[O-])Nc1ccc2c(c1)OC(F)(F)O2
  -2%, 5%, -1, 1%, 33%, 9%, -1%, ?, 2%[46.1 µM], 2%
- CCC(=O)N1CCN(c2ccc(NC(=O)COc3ccccc3[N+](=O)[O-])cc2)CC1
  -3%, 10%, -9, -20%, 5%, -16%, 5%, ?, 6%, 3%
- Cc1ccc(OCc2nc(-c3ccccn3)no2)cc1
  -3%, 2%, -5, 3%, 21%, 5%, -2%, -8%, 9%, ·
- CCOC(=O)C1(Cc2ccccc2)CCN(Cc2cnn(-c3ccccc3)c2)CC1
  0%, -2%, 7, ?, -48%[inhibitor], 0%, -1%, -5%, -7%, 0%
- CC1(C)CCC(=O)N2CC[C@H]3c4cc5ccccc5nc4C[C@@H]1[C@H]32
  2%, ·, ·, ·, -8%, ·, 0%, ·, -1%, ·
- CC(=O)Nc1ccc(S(=O)(=O)NC(CC(=O)N(C)Cc2ccccc2)C(C)C)cc1 (stereo not drawn)
  -2%, -1%, 7, -5%, -31%, 3%, -1%, 8%, 9%, -5%
- COc1ccc(C(C(=O)NC2CCCCC2)N(C(=O)c2ccccn2)c2cccnc2)cc1 (stereo not drawn)
  -1%, 0%, 0, 1%, -11%, 7%, 2%, -4%, 2%, 22%
- CC1=CC(=C(C#N)c2nc3ccccc3s2)C=C(C)N1CC1CCCO1 (stereo not drawn)
  ?, 0%, -6, ?, -32%, ?, 11%, 17%, 2%, -7%
- O=C(c1ccco1)N1CCN(C/C=C/c2ccccc2)CC1
  -5%, -1%, -1, -22%, -4%, -15%, 0%, -18%, -4%, 3%
- Cc1cccc(C)c1NC(=O)Cn1cnc2c(=O)n(C)c(=O)n(C)c21
  -5%, 2%, 2, -12%, 9%[7.66 µM], 4%, 4%, -15%, -2%, 4%
- CCCCN1C=C(C(=O)OC)C(c2ccccc2Cl)C(C(=O)OC)=C1
  -3%, -1%, -35, -17%, -24%, -4%, i, -4%, 9%, 32%
- N#C/C(=C/c1ccc(N2CCOCC2)o1)C(=O)N1CCOCC1
  ?, 0%, 0, -1%, -15%, 14%, -28%, ?, 5%[46.1 µM], -9%
- C/C(=N/NC(=O)c1ccoc1C)c1ccc(NC(=O)c2ccncc2)cc1
  -1%, -2%, 12, -9%, 15%, 17%, 3%, 4%, 6%[46.1 µM], -8%
- CC(NC(=O)c1cn(C)c2ccc(S(=O)(=O)N3CCCC3)cc2c1=O)c1ccc2c(c1)OCCO2 (stereo not drawn)
  -1%, -1%, -3, 13%, 1%, 2%, -11%, -6%, -2%, 15%
- Cc1cccc(-n2nnnc2SCn2nnc3ccccc3c2=O)c1
  -4%, 7%, 9, -19%, -34%, -3%, 0%, 3%, 5%, -1%
- COc1ccccc1NS(=O)(=O)c1cccc(NC(=O)C(C)NC(=O)c2ccco2)c1 (stereo not drawn)
  1%, -2%, 4, ·, 23%, ·, -1%, ·, 1%, 1%
- CCOC(=O)NC(=O)/C(C#N)=C/c1ccc(N(C)C)cc1
  26%, -1%, -6, ·, -6%, ?, -1%, ?, 3%, -4%
- Cc1ccc(C(=O)COC(=O)CCc2ccc(S(=O)(=O)N3CCCCC3)cc2)cc1
  -1%, -4%, -2, 5%, -5%, 6%, 2%, -9%, -6%[46.1 µM], 0%
- N#CC1(P(=O)(c2ccccc2)c2ccccc2)CCCC1
  -1%, 7%, 36, -10%, 3%, 3%, 1%, 3%, 3%, 17%
- C#CC[N+](C)(C)CCCCCCCCCCCC
  -1%, -25%, 9, ?, -62%[inhibitor], 2%, -9%, -13%, -4%[46.1 µM], 15%
- CC(=O)N1CCOc2ccc(S(=O)(=O)NCCc3ccc(C)cc3)cc21
  -1%, -6%, 17, 14%, -39%, -2%, 0%, -5%, -8%, 3%
- CCNC(=S)N/N=C/c1cc(Br)cc(Br)c1OC
  -8%, -3%, -16, ·, -14%[7.66 µM], 17%, -1%, -1%, ·, 2%
- O=C(Nc1cccnc1Cl)C1c2ccccc2Oc2ccccc21
  -6%, 6%, 16, 22%, 1%, 9%, -1%, -7%, -7%, -3%
- O=C(NCC1CCCO1)/C(=C\c1ccco1)NC(=O)c1ccccc1 (stereo not drawn)
  0%, 1%, 32, -18%, -4%, -3%, 2%, ?, 2%, 21%
- C=CCn1c(SCC(=O)C(C)(C)C)nnc1-c1ccccn1
  -6%, -1%, -2, 1%, -30%, -6%, 3%, -6%, -5%[46.1 µM], -6%
- Cc1ccc(-n2ncc(C(=O)N3CCN(C(=O)c4ccco4)CC3)c2C2CCN(C(=O)OC(C)(C)C)CC2)cc1C
  -6%, -6%, 2, ·, 21%, -8%, -1%, -1%, 4%, -3%
- Cc1cccc(NC(=O)C(Cc2ccccc2)n2cccc2)c1 (stereo not drawn)
  -4%, 5%, -7, ·, 16%, -4%, -1%, -12%, 3%, -9%
- CC(=O)N(c1ccccc1)c1nnc(-c2cnc(C)cn2)s1
  -3%, -5%, 9, 4%, -3%, -2%, 6%, -5%, -3%, -6%[11.5 µM]
- COC(=O)CSC(C(=O)Nc1ccc(C)c(C)c1)c1ccccc1 (stereo not drawn)
  -10%, 6%, -2, 7%, -2%, 22%, -2%, -4%, -3%, 1%
- Cc1ccc(C(=O)NC(=S)Nc2nc(-c3cccc([N+](=O)[O-])c3)cs2)c(Cl)c1
  -2%, 0%, 15, ?, 14%, 7%, 1%, 4%, 3%, 1%
- CC(=O)Nc1cc(-c2nn3c(C)nnc3s2)ccc1C
  -3%, -1%, -2, 9%[11.7 µM], 10%, -2%, 3%, 8%, 1%, -1%
- Cc1ccc(COc2ccsc2C(=O)NNC(N)=S)cc1
  0%, -2%, 0, 14%, -30%, 9%, 6%, -3%, 0%, 2%
- CC(C)(C)OC(=O)CNC(=O)c1nc[nH]c1C(=O)NCc1ccc(CNC(=O)OC(C)(C)C)cc1
  -10%, -1%, -10, 10%, -17%, -10%, -2%, 6%, 1%, -2%
- NNc1nc2cc3c(cc2s1)OCCO3
  1%, -23%, -9, ?, ?, 6%, 3%, -5%, -101%, 2%
- Cn1c(N)c(C(=O)COC(=O)Cc2ccccc2F)c(=O)n(C)c1=O
  -1%, ·, 1, ·, -1%, ·, -1%, ·, -4%, 2%
- CCc1nc2sc(C(=O)O)c(N)c2c2c1CCCC2
  -7%, 3%, 2, ·, -6%, -4%, 2%, ·, 2%, 6%
- COc1ccc2oc(=O)cc(C)c2c1
  -6%, 3%, 3, 4%, -3%, -14%, 6%, -4%, 4%, ·
- CCCCCCCc1nc2c(=O)n(C)c3ccccc3c2o1
  -3%, -4%, 0, -1%, 20%, 4%, -1%, 11%, 3%, 2%
- O=C(c1ccc2c(c1)OCCO2)N(c1ccccn1)C1CCCCC1
  -2%, 0%, 4, -4%[11.7 µM], -10%, 1%, 1%, -2%, 6%, -9%
- Cc1nnc(N/N=C/c2c[nH]c3ccccc23)[nH]c1=O
  -6%, -2%, 19, ·, 18%, -9%, 0%, ?, 0%, 11%
